High-throughput results: PubChem BioAssay, Broad Institute
RAD52 anneal inh – RAD52 (human) annealing inhibition. P43351. recombinant RAD52 DNA annealing, FRET fluorescence. inhibition, % at 18.7 µM. 360,000 compounds, 0.46% hits;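 active = every replicate showing at least 50% inhibition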
ERAP1 HTS inh – blocks human ERAP1 aminopeptidase activity; AID 652197; inhibition, % at 10.7 µM; 340,000 compounds, 0.15% hits; recombinant ERAP1, Leu-AMC fluorescence, 60 min; Q9NZ08;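 active = mean replicate inhibition of at least 30%, or all replicates individually reaching that 30% level; inactive = mean below 30% and not every replicate reaching it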;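 also: 0% = neutral control wells and 100% = L-leucinethiol positive control wells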
ARNT-TACC3 inh – ARNT/TACC3 interaction disruption. Q9Y6A5. 390,000 compounds, 0.66% hits. inhibition, % at 9.99 µM. AlphaScreen His-ARNT PAS-B/GST-TACC3 binding, luminescence; TACC3 fragment carries E629A point mutation;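 active = mean inhibition of replicates at least 50% and at least half of replicates each reaching 50%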;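 also: 0% = complete ARNT plus TACC3 wells and 100% = ARNT alone without TACC3; many hits fall short of the cut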
RAD54 inh – RAD54 (human) branch migration inhibition. inhibition, % at 10.4 µM. AID 602329. RAD54 Holliday junction branch migration, FAM/BHQ fluorescence. 360,000 compounds, 0.14% hits;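 active = mean normalized replicate activity at least 40 and at least half of replicates scoring 40 or more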;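 also: 0% = median of neutral control wells and 100% = median of positive control wells; inhibitors cause a drop in the FAM fluorescence signal; in these data hits start at about 50%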
Target sequence (Q92698 whole entry, looked up): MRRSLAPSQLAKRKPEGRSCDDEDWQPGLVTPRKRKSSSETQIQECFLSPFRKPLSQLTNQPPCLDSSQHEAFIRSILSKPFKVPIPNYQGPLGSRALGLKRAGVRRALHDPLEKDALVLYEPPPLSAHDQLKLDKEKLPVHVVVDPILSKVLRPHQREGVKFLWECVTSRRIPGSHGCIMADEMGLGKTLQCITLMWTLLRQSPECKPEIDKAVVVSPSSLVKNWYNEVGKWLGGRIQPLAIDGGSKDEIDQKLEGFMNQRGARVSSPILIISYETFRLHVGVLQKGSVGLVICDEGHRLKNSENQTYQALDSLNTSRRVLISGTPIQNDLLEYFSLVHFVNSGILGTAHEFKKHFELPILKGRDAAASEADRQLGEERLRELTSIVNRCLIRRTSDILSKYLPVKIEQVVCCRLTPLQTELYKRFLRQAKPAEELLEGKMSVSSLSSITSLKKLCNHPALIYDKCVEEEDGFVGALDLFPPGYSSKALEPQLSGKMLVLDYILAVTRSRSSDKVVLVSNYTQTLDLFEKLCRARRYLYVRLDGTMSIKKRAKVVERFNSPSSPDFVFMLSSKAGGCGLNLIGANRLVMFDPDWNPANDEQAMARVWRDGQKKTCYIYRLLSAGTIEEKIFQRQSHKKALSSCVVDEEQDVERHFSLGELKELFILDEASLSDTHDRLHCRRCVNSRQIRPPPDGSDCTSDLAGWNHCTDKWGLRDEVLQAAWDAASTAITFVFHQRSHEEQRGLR
esBAF inh – inhibitors of esBAF chromatin remodeling in mouse ES cells | Bmi1-luciferase knock-in reporter, 24 h; 100% = twice the neutral-well signal | reporter increase, % at 12.5 µM | 350,000 compounds, 2% hits; in the data active = activation above about 40%;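 also: 0% = median of the plate's neutral control wells and 100% = double that signal; a rise in the Bmi1 reporter signal indicates esBAF inhibition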
Xi reactivation – reactivates the inactive X chromosome in mouse fibroblasts | XiGFP mouse fibroblasts, % GFP-positive cells imaging, 3 d; cells co-treated with 5-aza-dC sensitizer; scaled so ellipticine positive control = 100% | activation, % at 7.58 µM | 360,000 compounds, 0.055% hits | AID 743238;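 active = mean normalized replicate activation at least 10% and every replicate at or above 10%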;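 also: 0% = median of on-plate neutral control wells and 100% = ellipticine 6 µM median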
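System: SV40-immortalized XiGFP fibroblast cells, line 68-5-11 / Incubation: 3-day compound exposure, then 15 min fixation at room temperature / Compound: single concentration per compound, delivered by pin transfer / Buffer or medium: DMEM plus 5-aza-dC sensitizer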
GSIS activator – GLuc luminescence reporter in INS-1E cells, primary screen for activators of glucose-dependent secretion of insulin. INS-1E GLuc reporter insulin secretion, 2-3 h. activation, % at 16.6 µM. 370,000 compounds, 0.61% hits;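 active = lowest replicate activation of at least 40%, so every replicate reaches that level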;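 also: 0% = median of neutral control wells and 100% = median of IBMX positive control wells; some compounds called inactive have numbers as strong as hits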
CFTR F508del cor – correctors of CFTR F508del function in bronchial epithelial cells. CFBE cells, YFP halide quenching; stimulated with forskolin plus potentiator P3; % fluorescence drop versus neutral controls. activity (quench increase), % at 7.58 µM. 350,000 compounds, 0.36% hits;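 active = mean added fluorescence quench of at least 8% versus neutral control, with both replicates also reaching 8%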;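 also: cells transiently co-express mutant CFTR-F508del with the halide-sensitive YFP; corrector assay measuring rescue of mutant channel to the surface after 24 h compound exposure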
Numbers without * were called inactive; / = not tested or not shown; & = joins results of further samples.

SMILES	RAD52 anneal inh	ERAP1 HTS inh	ARNT-TACC3 inh	RAD54 inh	esBAF inh	Xi reactivation	GSIS activator	CFTR F508del cor
O=C(c1cccc(NC2=NC3CS(=O)(=O)CC3S2)c1)N1CCN(c2cccc(Cl)c2)CC1 (centres undefined)	-12	-3	-1	-7	-6	0.8	-2	-1.9
CCn1c(SCc2ccc(F)cc2)nnc1-c1nn(-c2ccccc2)ccc1=O	/	/	-4	0	0	/	27	/
Cc1ccccc1S(=O)(=O)N1CC(=O)N2[C@@H](CO)[C@H](c3ccc(C#CCC4CCCC4)cc3)[C@@H]2C1	-24	2	/	/	/	-0.1	43*	-3.9
CCCCCC(=O)N1CCN(CCN=CC2=C(O)CC(c3ccc(OC)cc3)CC2=O)CC1 (centres undefined)	-5	-2	-11&-2	-12&3	-8&-2	0.0	9	-0.1
CN(C)CCCN(C(=O)c1ccc(S(=O)(=O)N2CCCCCC2)cc1)c1nc2ccc(Br)cc2s1	11	-1	25	0	3	0.0	-40	-5.2
O=C(O)CCCNC(=O)/C(=C\C=C\c1ccccc1)NC(=O)c1ccccc1Cl	-21	-5	-10	/	/	0.1	-4	-0.4
COc1ccccc1N1N=C(C(=O)c2ccccc2)C2C(=O)N(c3ccc(Br)cc3)C(=O)C21 (centres undefined)	-139	-3	/	-20	/	0.1	-9	0.9
CN(C(=O)CSc1nc(-c2ccccc2)c(-c2ccccc2)o1)C1CCS(=O)(=O)C1 (centres undefined)	-4	-4	2	2	3	0.0	35	0.8
C#CCOc1ccc(/C=C2/C(=O)ON=C2C)cc1OCC	-10	-1	-21	-6	-5	0.0	-12	-2.0
Cn1c(NCCCO)nc2c1c(=O)n(Cc1ccccc1F)c(=O)n2C	0	1	3	3	-6	/	5	/
COC(=O)[C@]12CCCCC=C1N(CCc1ccc(OC)c(OC)c1)C(=O)[C@H](CC(=O)NCc1cccc3ccccc13)C2	-17	/	/	/	/	0.0	-16	0.1
O=C(CCS(=O)(=O)Cc1ccccc1F)NCc1ccccc1Cl	-6	-1	-1	/	1	0.0	-6	-0.6
Cc1cccc(N(Cc2ccc(Cl)cc2)S(C)(=O)=O)c1	-9	0	/	1	4	0.0	12	0.0
Cc1cc2cc(CN(CC3CCCO3)C(=S)Nc3ccccc3)c(=O)[nH]c2cc1C (centres undefined)	-19	1	6	/	/	0.5	-31	7.1
COc1cc(OC)c(OC)cc1C=Cc1ccc2ccccc2n1	-13	18	/	1	/	0.0	/	1.9
CCc1cc2c(SCC(=O)N3CCN(C(=O)c4cccs4)CC3)ncnc2s1	-106	0	/	6	-2	-0.1	-5	1.4
COC(=O)[C@@H](NC(=O)c1ccccc1OC1CCN(S(C)(=O)=O)CC1)C(C)C	-14	0	-2	-10	2	0.3	-5	3.7
Cc1cc(NS(=O)(=O)c2ccc(NC(=O)/C=C/c3c(F)cccc3Cl)cc2)nc(C)n1	4	3	5	-9	-2	-0.1	33	4.8
O=C(CCS(=O)(=O)c1ccc(Cl)cc1)Nc1nc(-c2cccnc2)cs1	-13	-1	-6	-17	-3	-0.1	17	-6.0
COc1ccc(C(=O)C(=O)N2CCN(S(=O)(=O)c3cccc4c(N(C)C)cccc34)CC2)cc1OC	-2	3	/	/	/	0.3	-6	4.6
COc1cccc(CNC(=O)C[C@H]2CC[C@H](NC(=O)C3CC3)[C@H](CO)O2)c1	-8	1	-13	-1	5	-0.6	-1	-0.3
CCOC(=O)C1=C(C)NC(=O)CC1c1ccccc1OC (centres undefined)	-6	-1	/	/	/	0.1	13	0.8
Cc1ccc(CSCCNC(=O)/C=C/c2ccccc2Cl)cc1	-12	0	-7	7	18	/	-8	/
C/C(=N\NC(=O)COc1ccc(C)cc1Br)c1cc([N+](=O)[O-])cs1	-8	0	-15	4	2	-0.1	11	-2.1
CC1COC(Cn2c3ccccc3c3ccccc32)O1 (centres undefined)	-12	/	-7	/	/	0.1	-5	-2.7
COc1ccc(NC(=S)NC(NC(=O)/C=C/c2ccccc2)C(Cl)(Cl)Cl)cc1 (centres undefined)	/	/	-2	7	-10	/	21	/
O=C(CN1CCC(O)(c2ccc3c(c2)OCO3)CC1)N1CCOCC1	/	/	-10	-1	1	/	3	/
Cc1ccc(C2CC(c3cccc(Br)c3)n3nc(N)nc3N2)cc1 (centres undefined)	-15	-3	13	1	6	0.3	14	3.4
Cc1c(CC(=O)NCC(C)C)c(=O)oc2cc3c(cc12)CCC(C)(C)O3	-7	1	-1	14	27	0.0	-1	-2.3
CCc1nc(CNC(=O)C2CCC(=O)N(Cc3cccc(OC)c3)C2)no1 (centres undefined)	-4	-1	1	-5	6	0.0	11	-3.2

Complete entries from above:
C/C(=N\NC(=O)COc1ccc(C)cc1Br)c1cc([N+](=O)[O-])cs1 is entered as RAD52 anneal inh: -8; ERAP1 HTS inh: 0; ARNT-TACC3 inh: -15; RAD54 inh: 4; esBAF inh: 2; Xi reactivation: -0.1; GSIS activator: 11; CFTR F508del cor: -2.1
COc1cccc(CNC(=O)C[C@H]2CC[C@H](NC(=O)C3CC3)[C@H](CO)O2)c1 is entered as RAD52 anneal inh: -8; ERAP1 HTS inh: 1; ARNT-TACC3 inh: -13; RAD54 inh: -1; esBAF inh: 5; Xi reactivation: -0.6; GSIS activator: -1; CFTR F508del cor: -0.3

Retrieved by structure from the list above:
SMILES	RAD52 anneal inh	ERAP1 HTS inh	ARNT-TACC3 inh	RAD54 inh	esBAF inh	Xi reactivation	GSIS activator	CFTR F508del cor
CCc1nc(CNC(=O)C2CCC(=O)N(Cc3cccc(OC)c3)C2)no1 (centres undefined)	-4	-1	1	-5	6	0.0	11	-3.2
COc1ccc(NC(=S)NC(NC(=O)/C=C/c2ccccc2)C(Cl)(Cl)Cl)cc1 (centres undefined)	/	/	-2	7	-10	/	21	/
COc1cccc(CNC(=O)C[C@H]2CC[C@H](NC(=O)C3CC3)[C@H](CO)O2)c1	-8	1	-13	-1	5	-0.6	-1	-0.3

Next results follow.
SMILES	RAD52 anneal inh	ERAP1 HTS inh	ARNT-TACC3 inh	RAD54 inh	esBAF inh	Xi reactivation	GSIS activator	CFTR F508del cor
Cc1cc(C)nc(CCNC(=O)c2cc(COc3c(F)cccc3F)on2)n1	0	0	-2	/	/	0.0	1	-1.2
Cc1ccc(S(=O)(=O)Nc2cccc3c2O[C@H](CN(C)CC2CC2)[C@H](C)CN([C@H](C)CO)C3=O)cc1	14	1	3	-4	-2	0.2	-4	0.3
CS(=O)(=O)N1[C@H](C#N)[C@H](c2ccccc2-c2ccccc2)[C@@H]1CO	-11	/	/	/	/	0.1	-17	3.2
CCOC(=O)C1=C(COC(=O)CCOc2ccc(OC)cc2)NC(=O)NC1C (centres undefined)	4	4	-2	-4	-3	0.0	13	-0.2
CN(C(=O)c1ccc(NC(=O)Cc2cccc(NC(=O)C3CCN(C(=O)c4ccccc4)CC3)c2)cc1)C1CC1	6	-4	0	-4	-14	0.0	1	-0.1
Cc1ccc(-c2csc(NCCc3nc4cc(Cl)c(Cl)cc4n3CCOCCO)n2)cc1	-29	-2	4	14	6	0.0	/	2.9
CC(C)NC(=O)N1CCC(n2nccc2NC(=O)CCOc2ccccc2)CC1	-12	0	23	0	0	-0.1	1	1.0
O=C(c1ccc([N+](=O)[O-])o1)N1CCN(c2nc3c(Cl)cccc3s2)CC1	-2	3	3	/	-6	0.2	-30	-2.2
O=C(c1cccnc1)N1CC(=O)N2[C@H](C1)[C@H](c1ccc(-c3ccc(F)cc3)cc1)[C@@H]2CO	-4	-2	/	/	/	0.0	6	-1.3
CCCCNC(=O)c1[nH]c(=O)cnc1-c1ccccc1	-1	1	/	-10	10	0.1	/	0.3
C/C(=N\NC(=O)c1ccc(CN2CCOCC2)cc1)c1cccc([N+](=O)[O-])c1	-13	-1	31	/	-4	0.3	12	0.0
C[C@H](CO)N1C[C@H](C)[C@@H](CN(C)Cc2ccc(C(F)(F)F)cc2)Oc2ccc(NC(=O)CCCCCC(=O)Nc3ccccc3N)cc2C1=O	18	0	/	/	/	0.1	1	-1.2
O=C(NCc1ccc(Cl)c(Cl)c1)c1cc(C2CCCCN2C(=O)c2ccccn2)on1 (centres undefined)	-13	-2	/	2	-4	0.0	/	-7.0
C[C@H]1CN([C@@H](C)CO)C(=O)Cc2cc(NC(=O)Nc3ccc(C(F)(F)F)cc3)ccc2O[C@@H]1CN(C)C	5	0	4	11	0	-1.5	13	-0.5
O=S(=O)(NC1CCCCC1N1CCCCC1)c1ccccc1 (centres undefined)	-72	-2	11	-10	-6	0.2	-14	3.4
O=C(CN(C(=O)c1ccc(Cl)cc1)N1C(=O)C2C3C=CC(C3)C2C1=O)c1cccs1 (centres undefined)	-3	5	-2	4	5	0.0	/	-0.2
Cc1cc(C)cc(N(C(=O)c2nsc(Cl)c2Cl)C(C(=O)NC2CCCC2)c2ccc(O)cc2)c1 (centres undefined)	-12	-1	-5	/	/	-0.1	-15	0.5
Cn1c2ccccc2c2cc([N+](=O)[O-])ccc21	-37	4	-5	/	4	-0.1	3	-1.0
CC1(C)Cc2c(sc(NC(=O)C(C)(C)C)c2C#N)C(C)(C)N1	/	/	-6	-36	-2	/	6	/
C[C@H]1CN([C@@H](C)CO)S(=O)(=O)c2ccc(-c3ccc(C(=O)N(C)C)cc3)cc2O[C@H]1CN(C)C(=O)Nc1ccccc1F	3	2	-4	1	4	-1.6	12	-1.4
COc1ccccc1CC(=O)N1CCN(c2ccc([N+](=O)[O-])cc2)CC1	-2	2	-1	/	/	0.1	8	-1.7
CCc1c(O)nc(SCC(=O)N2CCCCC2)n(-c2ccccc2C)c1=O	8	1	-4	/	/	/	-2	-1.7
O=C(CSCC(=O)N1CCCCC1)OCC(=O)c1c[nH]c2ccccc12	-39	-4	0	3	-8	/	-4	/

Among those listed so far, two have a cyano group.
SMILES	RAD52 anneal inh	ERAP1 HTS inh	ARNT-TACC3 inh	RAD54 inh	esBAF inh	Xi reactivation	GSIS activator	CFTR F508del cor
CS(=O)(=O)N1[C@H](C#N)[C@H](c2ccccc2-c2ccccc2)[C@@H]1CO	-11	/	/	/	/	0.1	-17	3.2
CC1(C)Cc2c(sc(NC(=O)C(C)(C)C)c2C#N)C(C)(C)N1	/	/	-6	-36	-2	/	6	/
